TcdB GH inh = TcdB glycohydrolase inhibitors, primary screen, biochemical, single point, plate reader; TcdB glycohydrolase enzymatic assay; inhibition, % at 9.99 µM; 350,000 compounds, 0.24% hits; AID 652162, 2013; in the data active = inhibition above about 10%
Target sequence (P18177 whole entry, looked up): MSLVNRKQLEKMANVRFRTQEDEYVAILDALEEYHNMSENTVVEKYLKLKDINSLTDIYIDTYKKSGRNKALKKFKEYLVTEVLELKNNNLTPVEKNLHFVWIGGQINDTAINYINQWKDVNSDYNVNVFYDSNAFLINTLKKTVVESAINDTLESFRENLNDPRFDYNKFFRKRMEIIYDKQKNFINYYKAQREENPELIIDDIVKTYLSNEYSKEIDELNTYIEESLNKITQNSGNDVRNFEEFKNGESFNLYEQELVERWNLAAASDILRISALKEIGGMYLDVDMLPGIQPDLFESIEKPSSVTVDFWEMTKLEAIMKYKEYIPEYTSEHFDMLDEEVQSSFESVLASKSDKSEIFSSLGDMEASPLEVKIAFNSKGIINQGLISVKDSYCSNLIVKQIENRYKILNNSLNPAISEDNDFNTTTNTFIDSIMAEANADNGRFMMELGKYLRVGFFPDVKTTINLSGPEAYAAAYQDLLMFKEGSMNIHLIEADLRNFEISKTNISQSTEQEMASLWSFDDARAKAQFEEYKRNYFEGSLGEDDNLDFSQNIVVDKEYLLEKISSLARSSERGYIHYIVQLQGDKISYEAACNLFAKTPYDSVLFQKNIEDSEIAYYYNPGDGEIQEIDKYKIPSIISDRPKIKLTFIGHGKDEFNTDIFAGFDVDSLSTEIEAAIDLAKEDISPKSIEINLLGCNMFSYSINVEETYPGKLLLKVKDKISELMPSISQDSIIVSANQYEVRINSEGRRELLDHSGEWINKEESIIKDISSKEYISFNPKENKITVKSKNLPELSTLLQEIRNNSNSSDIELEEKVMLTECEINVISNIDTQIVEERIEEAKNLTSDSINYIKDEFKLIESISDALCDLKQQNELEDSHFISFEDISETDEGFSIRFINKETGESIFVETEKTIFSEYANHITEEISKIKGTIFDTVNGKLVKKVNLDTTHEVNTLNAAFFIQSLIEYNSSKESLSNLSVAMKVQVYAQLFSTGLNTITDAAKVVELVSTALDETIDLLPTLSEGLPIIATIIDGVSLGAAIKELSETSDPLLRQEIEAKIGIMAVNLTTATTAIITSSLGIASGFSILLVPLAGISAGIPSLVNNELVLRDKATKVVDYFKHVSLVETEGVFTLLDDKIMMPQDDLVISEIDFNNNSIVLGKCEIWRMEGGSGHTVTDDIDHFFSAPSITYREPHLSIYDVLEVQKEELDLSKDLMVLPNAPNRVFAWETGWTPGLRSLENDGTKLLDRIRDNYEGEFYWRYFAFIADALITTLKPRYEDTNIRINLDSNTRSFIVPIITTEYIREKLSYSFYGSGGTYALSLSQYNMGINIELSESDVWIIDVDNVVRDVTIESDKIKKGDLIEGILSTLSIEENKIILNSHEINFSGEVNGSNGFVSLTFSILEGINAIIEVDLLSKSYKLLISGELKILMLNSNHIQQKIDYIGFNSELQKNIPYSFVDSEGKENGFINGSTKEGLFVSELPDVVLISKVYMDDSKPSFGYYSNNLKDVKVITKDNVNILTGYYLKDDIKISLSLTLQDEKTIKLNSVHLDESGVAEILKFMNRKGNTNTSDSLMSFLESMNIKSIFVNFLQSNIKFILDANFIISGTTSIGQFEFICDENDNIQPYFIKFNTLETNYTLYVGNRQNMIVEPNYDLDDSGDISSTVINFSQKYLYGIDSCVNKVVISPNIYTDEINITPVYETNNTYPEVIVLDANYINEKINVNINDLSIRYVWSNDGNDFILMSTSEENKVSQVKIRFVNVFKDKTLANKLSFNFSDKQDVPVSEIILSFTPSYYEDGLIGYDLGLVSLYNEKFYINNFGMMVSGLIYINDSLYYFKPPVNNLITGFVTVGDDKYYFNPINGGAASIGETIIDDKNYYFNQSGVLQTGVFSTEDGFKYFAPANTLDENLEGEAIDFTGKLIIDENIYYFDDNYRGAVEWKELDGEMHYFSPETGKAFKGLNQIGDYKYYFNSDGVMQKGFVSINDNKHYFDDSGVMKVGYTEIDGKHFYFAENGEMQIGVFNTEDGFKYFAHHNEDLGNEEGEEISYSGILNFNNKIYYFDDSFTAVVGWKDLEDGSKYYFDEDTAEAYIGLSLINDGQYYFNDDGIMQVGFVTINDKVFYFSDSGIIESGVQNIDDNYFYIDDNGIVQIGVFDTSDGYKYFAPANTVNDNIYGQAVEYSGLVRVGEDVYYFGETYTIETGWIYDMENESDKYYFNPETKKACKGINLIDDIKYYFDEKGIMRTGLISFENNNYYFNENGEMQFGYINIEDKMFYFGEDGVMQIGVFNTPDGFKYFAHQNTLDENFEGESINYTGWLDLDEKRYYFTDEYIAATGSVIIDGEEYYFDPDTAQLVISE
Active calls of the source: *; & = joins results of further samples. Only part of the results is shown; count on the stated rates, not on these rows.

smiles	TcdB GH inh
O=C(Nc1cc(F)ccc1F)N1CC(=O)N2[C@H](CO)[C@H](c3ccc(-c4ccc(F)cc4)cc3)[C@@H]2C1	0.2
O=C(c1ccccn1)N1CC2(C1)[C@H](c1ccccc1)[C@H](CO)N2C(=O)CC1CC1	-0.7
C[C@H]1CN([C@@H](C)CO)C(=O)Cc2cc(NC(=O)CCCCCC(=O)Nc3ccccc3N)ccc2O[C@H]1CN(C)C(=O)Nc1ccc(F)cc1	-1.0
C[C@@H]1CN([C@@H](C)CO)C(=O)c2cc(NC(=O)CCCCCC(=O)Nc3ccccc3N)ccc2O[C@@H]1CN(C)CC1CCCCC1	0.2
CC(C)C1CC(N(C)C)=CC(=S)N1 (centres undefined)	0.4
COC(=O)[C@]12C[C@H](CC(=O)NCc3ccc(OC)c(OC)c3)C(=O)N(CCc3ccc(OC)c(OC)c3)C1=C[C@H](C(C)(C)C)O[C@@H]2C	3.3
C=CCNc1ccc2c(c1)OC[C@H](CC(C)C)NS2(=O)=O	1.8
CC(C)n1c(=O)c2ccccc2n1CC(=O)N1CCOCC1	-0.8
CN1CCN(C2CN(Cc3cn(Cc4cccc(C(F)(F)F)c4)nn3)S(=O)(=O)C2)CC1 (centres undefined)	1.6
COc1ccccc1NC(=O)N1CCCCN2[C@H](CO)[C@@H](c3ccc(C#CC4CC4)cc3)[C@H]2C1	0.1
CCC(C)[C@H]1CNC(=O)C(=O)N1CCc1cccc(F)c1 (some centres undefined)	0.8
C/C=C/c1ccc(C2[C@H]3CNC[C@@H]2N3C(=O)NCCC)cc1 (some centres undefined)	0.7&1.2
CCCCCCCCN1C(=O)[C@H](CC(=O)N2CCN(C(=O)C3CC3)CC2)C[C@@]2(C(=O)OC)CC(C)(C)CC=C12	2.1
C[C@H]1CN([C@@H](C)CO)C(=O)c2cccc(NC(=O)c3ccncc3)c2O[C@H]1CN(C)Cc1ccc(C(=O)Nc2ccccc2N)cc1	-7.6
C/C=C/c1ccc([C@H]2[C@@H](CO)N(C(=O)CN(C)C)C23CN(C(=O)C2CCOCC2)C3)cc1	1.1
CC(C)CC#Cc1ccc([C@H]2[C@@H](CO)N3C(=O)CN(C(=O)NC4CCCC4)C[C@H]23)cc1	0.2
COc1ccc(-c2ccc([C@H]3[C@H](CO)N4C(=O)CN(C(=O)C5CCC5)C[C@@H]34)cc2)cc1	0.5
N#C[C@H]1[C@@H](c2ccccc2C2=CCCCC2)[C@H](CO)N1C(=O)CN1CCOCC1	0.2
CC(C)CN1CCC(CN2C(=S)NC[C@@H]2Cc2ccccc2)CC1	0.6
O=C(Nc1ccc2c(c1)OCO2)N1[C@@H]2CNC[C@H]1C2c1ccc(-c2cccnc2)cc1 (some centres undefined)	-0.4&0.2
C/C=C/c1ccc([C@H]2[C@@H](CO)N[C@@H]2CNC(=O)C2CC2)cc1	-0.7
CCOC(=O)c1cc(-c2ccc(N3C(c4ccsc4)=Cc4ccccc4C3CC(C)=O)cc2)cc([N+](=O)[O-])c1 (centres undefined)	-1.0
C#CCNC(=O)C[C@@H]1C[C@@]2(C(=O)OC)CCCCC=C2N(Cc2ccc(Cl)cc2Cl)C1=O	-1.0
CCCCCc1c(-c2ccc(F)cc2)ncn1CCc1ccccc1OC	0.3
COc1cccc(C#Cc2ccc([C@@H]3[C@@H](CO)N(C(=O)C4CCCC4)[C@H]3C#N)cc2)c1	-2.5
COc1ccc(C#Cc2ccc3c(c2)[C@H]2[C@H](CCN2Cc2ccncc2)[C@@H](CO)N3)cc1	1.6
CCC(c1nnnn1-c1ccc2c(c1)OCCO2)N1CCN(Cc2c(F)cccc2Cl)CC1 (centres undefined)	0.6
COc1ccc(CN(C)C(=O)[C@@H](Cc2ccccc2)NC(=O)[C@H]2O[C@@H](n3ccc(N)nc3=O)[C@H](O)[C@@H]2O)cc1OC	-1.9
N#C[C@H]1[C@H](c2ccccc2-c2cccc(F)c2)[C@H](CO)N1C(=O)C1CC1	0.6
COc1ccccc1CCn1cnc(Cc2cccc(F)c2)c1C(C)C	1.2

Sorted by SMILES length (highest first): twelve of the compounds above.
smiles	TcdB GH inh
COC(=O)[C@]12C[C@H](CC(=O)NCc3ccc(OC)c(OC)c3)C(=O)N(CCc3ccc(OC)c(OC)c3)C1=C[C@H](C(C)(C)C)O[C@@H]2C	3.3
C[C@H]1CN([C@@H](C)CO)C(=O)Cc2cc(NC(=O)CCCCCC(=O)Nc3ccccc3N)ccc2O[C@H]1CN(C)C(=O)Nc1ccc(F)cc1	-1.0
C[C@H]1CN([C@@H](C)CO)C(=O)c2cccc(NC(=O)c3ccncc3)c2O[C@H]1CN(C)Cc1ccc(C(=O)Nc2ccccc2N)cc1	-7.6
C[C@@H]1CN([C@@H](C)CO)C(=O)c2cc(NC(=O)CCCCCC(=O)Nc3ccccc3N)ccc2O[C@@H]1CN(C)CC1CCCCC1	0.2
CCCCCCCCN1C(=O)[C@H](CC(=O)N2CCN(C(=O)C3CC3)CC2)C[C@@]2(C(=O)OC)CC(C)(C)CC=C12	2.1
COc1ccc(-c2ccc([C@H]3[C@H](CO)N4C(=O)CN(C(=O)C5CCC5)C[C@@H]34)cc2)cc1	0.5
COc1ccccc1NC(=O)N1CCCCN2[C@H](CO)[C@@H](c3ccc(C#CC4CC4)cc3)[C@H]2C1	0.1
COc1ccc(C#Cc2ccc3c(c2)[C@H]2[C@H](CCN2Cc2ccncc2)[C@@H](CO)N3)cc1	1.6
CN1CCN(C2CN(Cc3cn(Cc4cccc(C(F)(F)F)c4)nn3)S(=O)(=O)C2)CC1 (centres undefined)	1.6
C/C=C/c1ccc(C2[C@H]3CNC[C@@H]2N3C(=O)NCCC)cc1 (some centres undefined)	0.7&1.2
C=CCNc1ccc2c(c1)OC[C@H](CC(C)C)NS2(=O)=O	1.8
CCCCCc1c(-c2ccc(F)cc2)ncn1CCc1ccccc1OC	0.3

The listing picks up, starting 2 compounds before the break.
smiles	TcdB GH inh
N#C[C@H]1[C@H](c2ccccc2-c2cccc(F)c2)[C@H](CO)N1C(=O)C1CC1	0.6
COc1ccccc1CCn1cnc(Cc2cccc(F)c2)c1C(C)C	1.2
COc1ccc2c3c(n(C)c2c1)[C@@H](CO)N(C(=O)Cc1ccccc1)CC31CN(C(=O)Cc2ccccc2)C1	0.7
CC(C)=CCN1C(=O)[C@]2(OCCC=C[C@H]2C)c2c(Br)cccc21	1.7
C[C@@H]1CN([C@H](C)CO)C(=O)c2cc(NC(=O)Nc3cccc4ccccc34)ccc2O[C@@H]1CN(C)C(=O)Nc1cccc2ccccc12	0.5
O=C1NC(=O)C2C3C=CC(C12)C1C(=O)NC(=O)C31 (centres undefined)	-1.0
C[C@@H]1CN([C@@H](C)CO)C(=O)c2cc(NS(=O)(=O)c3cn(C)cn3)ccc2O[C@@H](C)CCCCO[C@H]1CN(C)Cc1ccc(C(=O)O)cc1	1.0
COCCCn1cc(CN(C)C2CN(Cc3cn(CCCOC)nn3)S(=O)(=O)C2)nn1 (centres undefined)	0.7
CCCCNC(=O)c1nc(C2CCN(S(=O)(=O)c3c(OC)cccc3OC)CC2)oc1-c1ccccc1	-0.3
O=C(NCc1ccccc1)[C@@H]1CCCN1C(=O)[C@H]1CCCN1C(=O)c1ccc(F)cc1	-0.5
C#CCN(C[C@H]1[C@H](OC(=O)Nc2cccs2)[C@H](OC(=O)Nc2cccs2)CN(C(=O)OC(C)C)N1C(=O)OC(C)C)S(=O)(=O)c1ccc(C)cc1	1.1
CC(C)[C@H]1COCn2nncc2CCCC(=O)N1	-1.3
CC(C)(C)CNC(=O)c1cc2c(Br)ccc(Br)c2nc1N	-0.6
CS(=O)(=O)N1[C@H](C#N)[C@H](c2ccccc2-c2ccc(F)cc2)[C@@H]1CO	-0.2
C[C@@H]1CN([C@@H](C)CO)C(=O)c2cccc(NC(=O)CCCCCC(=O)Nc3ccccc3N)c2O[C@H]1CN(C)C(=O)Nc1cccc2ccccc12	0.3
CN1C(=O)N[C@@H]2c3ccccc3O[C@@]1(C)[C@@H]2COC(=O)c1ccc([N+](=O)[O-])cc1	0.0
O=C(c1ccccc1F)N1CC(=O)N2[C@H](CO)[C@@H](c3ccc(-c4ccc(F)cc4)cc3)[C@@H]2C1	-2.6
CCOC(=O)[C@]12CCCC=C1N(Cc1cccc3ccccc13)C(=O)[C@H](CC(=O)N1CCN(C(=O)c3ccco3)CC1)C2	1.0
O=c1[nH][nH]c2c1[C@H](c1ccc(F)cc1)O[C@H](C1CCCCC1)C2	-1.0
CCC(=O)Nc1ccc2c(c1)OC[C@@H](C)N(C(=O)COC)C[C@@H](C)[C@H](OC)CN(C)C2=O	0.0
COc1cc(CN2C[C@@H]3N[C@H](C2)C3c2ccc(-c3cccc(OC)c3)cc2)cc(OC)c1 (some centres undefined)	-0.4&-0.3
O=C(O)C[C@H]1CC[C@@H](NC(=O)CCN2CCCCC2)[C@H](CO)O1	0.8
C/C=C/c1ccc([C@H]2[C@H]3CN(C(=O)Nc4ccccc4F)CCCCN3[C@H]2CO)cc1	-1.1
O=C(O)[C@@H]1[C@@H](CO)[C@@H]2Cn3c(ccc(-c4cncnc4)c3=O)[C@@H]2N1C(=O)C1CCCC1	0.7
COc1ccc(C(C(=O)Nc2ccc(F)cc2)N2CCN(C(=O)c3ccco3)CC2)cc1 (centres undefined)	2.2
CN1C(=O)c2cc(NC(=O)C3CCCC3)ccc2OC[C@@H]2O[C@@H](CC(=O)NCc3ccccc3F)CC[C@@H]21	-0.5
S=C1NC[C@H](Cc2ccccc2)N1CC1CCN(CCCC2CCCCC2)CC1	0.5
COc1ccc2c3c([nH]c2c1)[C@H](CO)N(C(=O)Cc1ccccn1)CC31CCN(Cc2ccccn2)CC1	-0.1
CN1CCN(C(=O)c2cc3c(c(-c4cccc(Br)c4)n2)[C@@H](CCO)N([S@](=O)C(C)(C)C)C3)CC1	-1.1
Cc1cc(Nc2cccc(Br)c2)cc(=O)n1-c1cccc(Br)c1	-7.8
O=C(Nc1c(-c2ccccc2)[nH][nH]c1=O)c1ccccc1	-17
CC12C=CC(C)(C3C(=O)NC(=O)C31)C1C3C(=O)NC(=O)C3C12 (centres undefined)	-1.0

Other compounds.
SMILES | TcdB GH inh
COc1cccc(C(C(=O)NCc2ccccc2)N2CCN(c3cccc(C)c3C)CC2)c1OC (centres undefined) | 1.7
C[C@H](CO)N1C[C@H](C)[C@H](CN(C)C)Oc2c(NC(=O)CCCCCC(=O)Nc3ccccc3N)cccc2C1=O | -3.3
COc1ccc2c3c([nH]c2c1)[C@@H](CO)N(Cc1nccs1)CC31CN(Cc2ccncc2)C1 | -0.1
CC(C)(C)[S@@](=O)N1Cc2cc(C(=O)N[C@@H]3CCN(Cc4ccccc4)C3)nc(-c3cccc(-c4ccncc4)c3)c2[C@H]1CCO | 0.7
COc1ccccc1-c1ccc2c(c1)[C@H]1[C@H](CCN1C(=O)C1CCCC1)[C@@H](CO)N2 | 3.0
CCOC(=O)[C@]12CCC=C1N(Cc1cccc3ccccc13)C(=O)[C@H](CC(=O)NCCC(C)C)C2 | 1.1
COc1cccc(NC(=O)C[C@@H]2CC[C@H]3[C@H](COc4ccc(NC(=O)C5CCCC5)cc4C(=O)N3C)O2)c1 | -9.9
CCCN1C[C@H](C)[C@@H](OC)CN(C)C(=O)c2cc(NC(=O)NC3CCCC3)ccc2OC[C@@H]1C | -1.3
Cc1ccc2nc(CN(C)C(=O)[C@@H](Cc3ccccc3)NC(=O)[C@H]3O[C@@H](n4ccc(=O)[nH]c4=O)[C@H](O)[C@@H]3O)[nH]c2c1 | 0.8
COCC(=O)N1CC2(C1)[C@H](c1ccccc1)[C@@H](CO)N2C(=O)NC1CCCC1 | -1.1
COCC#Cc1ccc([C@H]2[C@@H](CO)N3C(=O)CN(C(=O)CN4CCOCC4)C[C@@H]23)cc1 | -0.3
CCOC(=O)[C@]12CCC=C1N(Cc1ccc3c(c1)OCO3)C(=O)[C@H](CC(=O)NCc1ccc(C)o1)C2 | -0.3
CCOC(=O)C12C(=O)OCC1C2c1ccccc1 (centres undefined) | 0.9
Cc1cccc(-c2ccc([C@H]3[C@H]4CN(C(=O)c5ccccc5)CC(=O)N4[C@H]3CO)cc2)c1 | -0.4
CCCNC(=O)N1CC2(C1)CN(C(=O)NC1CCCC1)[C@H](CO)c1[nH]c3cc(OC)ccc3c12 | 2.7
COc1ccc(-c2ccc([C@H]3[C@H]4CN(C(=O)C5CCOCC5)CC(=O)N4[C@H]3CO)cc2)cc1 | -0.1
N#Cc1ccc(-c2ccc([C@@H]3[C@@H]4CN(S(=O)(=O)c5ccc(-c6ccccc6)cc5)C[C@H]3N4)cc2)cc1 | 0.3
O=C(c1ccncc1)N1CC2(C1)[C@H](c1ccccc1)[C@H](CO)N2CC1CC1 | 0.1
O=C(Nc1ccc2c(c1)OCCO2)C1c2ccccc2OCC(=O)N1Cc1ccccn1 (centres undefined) | -0.2
COC(=O)C1=C(C)N(Cc2cccc(C(F)(F)F)c2)C(=NCc2cc(OC)c(OC)c(OC)c2)NC1c1ccccc1 (centres undefined) | 1.1
CCOC(=O)[C@]12CCC=C1N(Cc1cccc3ccccc13)C(=O)[C@H](CC(=O)NCc1cccc3ccccc13)C2 | 2.2
CCC(=O)N1CC2(C1)CN(Cc1cccc(F)c1)[C@H](CO)c1c2c2ccc(OC)cc2n1C | 0.1
C#CCC1c2ccccc2CCN1CC=C (centres undefined) | -0.4
CS(=O)(=O)N[C@H]1C[C@@H]2O[C@H](CO)CC[C@@H]2O[C@@H]1CCc1ccc(-c2ccccc2F)cc1 | -1.1
C[C@@H]1CN([C@@H](C)CO)C(=O)c2cccc(NC(=O)CCCCCC(=O)Nc3ccccc3N)c2O[C@H]1CN(C)Cc1ccc(-c2ccccc2)cc1 | 1.4
COCC(=O)N1[C@@H](CO)[C@@H](c2ccccc2)C12CN(C(=O)c1cccc(F)c1)C2 | -6.1
COC(=O)[C@@]12C[C@@H](CC(=O)NCc3cccc(C(F)(F)F)c3)C(=O)N(Cc3ccccc3)C1=CCC(C)(C)C2 | 1.2
CCC(=O)N[C@H]1CC[C@H](CC(=O)NCC2CC2)O[C@H]1CO | -0.8
O=C(O)C[C@@H]1C[C@@H]2c3cc(NC(=O)C4CCOCC4)ccc3O[C@@H]2[C@H](CO)O1 | -2.2
CCS(=O)(=O)N1CC(=O)N2[C@H](CO)[C@@H](c3ccc(-c4ccccc4)cc3)[C@H]2C1 | 0.5
Cc1ccc(S(=O)(=O)N(C)C[C@H]2Oc3c(NC(=O)CCCCCC(=O)Nc4ccccc4N)cccc3C(=O)N([C@H](C)CO)C[C@@H]2C)cc1 | -0.2
Nc1[nH]c(C(=O)c2ccccc2)c(-c2ccccc2C(F)(F)F)c1C(=O)NCCc1c[nH]c2ccccc12 | -1.0

Screening data (PubChem BioAssay)
